# Bioassay records deposited in PubChem BioAssay by several laboratories.
# TROY NFkB inh – TROY signaling inhibition | Q293 LMP1-TROYcd NF-kB luciferase reporter, 4 h | inhibition, % at 10 µM | actives 0.98% (n = 360,000);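 active = compounds whose plate-normalised and pattern-corrected inhibition of the luciferase reporter signal at the single screening dose is 50% or more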
# SRC1 inh – inhibitors of human steroid receptor coactivator 1 (SRC1). HEK293 GAL4-SRC1 luciferase reporter, luminescence. inhibition, % at 3.6 µM. actives 0.12% (n = 360,000). Q15788;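 active = inhibition above the campaign mean plus 3 SD, with each screening campaign given its own cutoff, cut at about 60% in these data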;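 note: 0% = DMSO treated cells and 100% = gossypol at 36 µM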
# LRH-1 inv ag – suppresses constitutive activity of human LRH-1 | AID 602396 | actives 0.13% (n = 360,000) | O00482 | inhibition, % at 3.6 µM | HEK293T StAR-luciferase reporter, LRH-1 transfected, 24 h;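 active = inhibition above the mean inhibition of all tested compounds plus 3 SD, cut at about 73% in these data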;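 note: 0% = DMSO wells and 100% = reporter-only cells lacking LRH-1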
# EBV LMP1 NFkB – Epstein-Barr LMP1 NF-kappaB reporter inhibition | inhibition, % at 12.5 µM | actives 0.69% (n = 350,000) | LMP1-induced NF-kappaB luciferase reporter cells, luminescence; in the data active = inhibition above about 41%;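 note: 0% = neutral control wells and 100% = reference inhibitor control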
# SRC2 inh – inhibits human steroid receptor coactivator 2; Q15596; HEK293 GAL4-SRC2 luciferase reporter, luminescence; inhibition, % at 9 µM; actives 0.17% (n = 370,000); AID 651957;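 active = inhibition above the mean inhibition of all tested compounds plus 3 SD, set per campaign, cut at about 52% in these data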;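 note: 0% = DMSO treated cells and 100% = cells given Gossypol at 36 µM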
# CF NFkB inh – blocks PAF-induced NF-kB reporter in cystic fibrosis cells; actives 0.86% (n = 360,000); inhibition, % at 5 µM; AID 588850; KKLEB NF-kB-GFP reporter, GFP fluorescence overnight;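 active = at least 50% inhibition at 5 µM, scaled per plate between neutral and stimulator controls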;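 note: PAF is a Pseudomonas aeruginosa culture filtrate used as stimulus; plate controls were PAF-stimulated DMSO wells for no effect and unstimulated DMSO wells for full effect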
# COUP-TFII inh – inhibitors of human COUP-TFII (NR2F2). inhibition, % at 8.6 µM. AID 686940. actives 0.7% (n = 370,000). P24468. HEK293T NGFI-A luciferase reporter, luminescence;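 active = inhibition above a per-plate cutoff, mean inhibition of test wells between control levels plus 3 SD, cut at about 38% in these data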;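 note: cells cotransfected with COUP-TFII expression vector driving the NGFI-A reporter; 0% = median of COUP-TF2 test wells and 100% = reporter-only cells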
# KKLEB tox – reduces viability of KKLEB cystic fibrosis airway cells | KKLEB CF airway cells viability, ATPlite luminescence, overnight; hits give low values; cells stimulated with P. aeruginosa culture filtrate | activity change (cytotoxicity), % at 5 µM | actives 0.36% (n = 360,000) | AID 602141;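 active = corrected activity change at or below -50% at 5 µM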
# TWEAK-Fn14 inh – TWEAK-Fn14 signaling inhibition; TWEAK-stimulated Fn14 reporter cells, luciferase luminescence, 8 h; inhibition, % at 10 µM; actives 2% (n = 360,000); AID 1159606; in the data active = inhibition above about 50%
# TRAIL sens C8 – caspase-8 TRAIL sensitization | NB7+C8 cells + TRAIL, ATPlite viability luminescence | inhibition (viability loss, TRAIL sensitization), % at 10 µM | actives 1% (n = 360,000);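 active = compounds causing at least 50% loss of cell viability in the single-dose screen, relative to plate controls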
# NCOA3 inh – inhibitors of human steroid receptor coactivator 3 (SRC3). HEK293 GAL4-SRC3 luciferase reporter, luminescence. AID 588352. inhibition, % at 3.6 µM. actives 0.17% (n = 360,000);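 active = inhibition above a per-campaign cutoff, the mean of all compounds plus 3 SD, cut at about 60% in these data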;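 note: 0% = DMSO-treated cells and 100% = gossypol-treated cells at 36 µM; higher means less SRC3-driven luciferase light from the GAL4 reporter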
# Target sequence (Q9Y6Q9 whole entry, looked up, the tested form may be a part): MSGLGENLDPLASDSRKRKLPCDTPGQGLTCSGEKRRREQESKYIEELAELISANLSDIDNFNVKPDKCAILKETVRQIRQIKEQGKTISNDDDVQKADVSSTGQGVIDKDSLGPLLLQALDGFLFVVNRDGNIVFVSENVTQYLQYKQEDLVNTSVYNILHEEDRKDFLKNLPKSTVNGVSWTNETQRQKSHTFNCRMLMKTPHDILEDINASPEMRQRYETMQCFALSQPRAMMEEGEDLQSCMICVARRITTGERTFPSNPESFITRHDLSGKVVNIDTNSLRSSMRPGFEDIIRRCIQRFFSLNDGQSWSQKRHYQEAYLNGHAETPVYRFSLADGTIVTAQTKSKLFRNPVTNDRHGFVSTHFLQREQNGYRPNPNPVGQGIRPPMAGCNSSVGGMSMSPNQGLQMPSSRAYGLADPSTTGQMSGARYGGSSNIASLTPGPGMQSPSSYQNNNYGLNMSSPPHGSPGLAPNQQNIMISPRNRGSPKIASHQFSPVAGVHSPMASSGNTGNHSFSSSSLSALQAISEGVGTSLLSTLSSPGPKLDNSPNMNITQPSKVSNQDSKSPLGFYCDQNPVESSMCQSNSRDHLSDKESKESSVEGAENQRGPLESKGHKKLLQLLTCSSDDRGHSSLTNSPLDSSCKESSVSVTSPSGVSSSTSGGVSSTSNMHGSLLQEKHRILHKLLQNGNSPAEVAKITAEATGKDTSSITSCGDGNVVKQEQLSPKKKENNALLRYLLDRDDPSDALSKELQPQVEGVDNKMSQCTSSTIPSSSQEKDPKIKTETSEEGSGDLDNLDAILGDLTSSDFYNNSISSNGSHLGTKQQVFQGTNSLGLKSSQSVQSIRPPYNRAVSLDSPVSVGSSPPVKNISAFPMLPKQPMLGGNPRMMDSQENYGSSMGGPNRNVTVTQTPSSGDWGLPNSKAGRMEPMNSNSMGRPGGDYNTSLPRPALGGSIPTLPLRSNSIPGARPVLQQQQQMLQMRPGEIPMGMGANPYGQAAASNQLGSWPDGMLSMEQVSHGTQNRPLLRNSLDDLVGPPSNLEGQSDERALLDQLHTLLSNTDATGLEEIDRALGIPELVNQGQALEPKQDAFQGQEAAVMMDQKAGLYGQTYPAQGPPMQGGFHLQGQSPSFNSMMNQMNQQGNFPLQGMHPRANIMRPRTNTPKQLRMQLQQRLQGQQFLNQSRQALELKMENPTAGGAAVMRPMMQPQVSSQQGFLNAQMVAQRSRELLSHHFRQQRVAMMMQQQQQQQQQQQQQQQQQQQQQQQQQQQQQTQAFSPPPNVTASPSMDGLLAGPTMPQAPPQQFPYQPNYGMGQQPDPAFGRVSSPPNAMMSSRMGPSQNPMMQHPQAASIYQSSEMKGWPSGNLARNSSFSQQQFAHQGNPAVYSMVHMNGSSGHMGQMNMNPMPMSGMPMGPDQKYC
# * marks the source's active call; other numbers are inactive results; · = no result given.
mol,EBV LMP1 NFkB,SRC2 inh,CF NFkB inh,COUP-TFII inh,TRAIL sens C8,NCOA3 inh,KKLEB tox,SRC1 inh,TROY NFkB inh,LRH-1 inv ag,TWEAK-Fn14 inh
COc1nc(NCCc2ccc(OC)c(OC)c2)nc(Nc2ccccc2)n1,-26.3,-19.3,8.8,17.4,-17.1,-44.8,-0.3,-18.8,0.0,-18.8,-6.4
Cc1ccc(C(=O)Nc2nn(C)c3cccc(F)c23)cc1,·,-22.9,-5.7,1.9,8.1,0.2,-3.5,-7.7,-21.7,-41.5,-15.6
CC(=O)Nc1ccc(N(C(=O)c2ccco2)C(C(=O)NC2CCCC2)c2ccncc2)cc1 (configuration not stated),-5.9,-3.0,0.9,-0.9,-20.8,3.8,0.5,11.3,-15.7,0.9,-8.9
Cc1ccc(S(=O)(=O)NCC2NCCc3ccccc32)cc1 (configuration not stated),1.4,-22.8,-10.8,-0.3,-5.6,3.4,13.2,-36.2,-10.7,-8.7,21.0
N#Cc1ncc(-c2ccc3c(c2)OCCOCCOCCOCCOCCO3)nc1C#N,-5.5,4.8,9.1,-9.2,-7.2,13.7,14.0,-4.3,-65.2,9.1,2.1
CCCC(C(=O)NCCC(C)C)N(Cc1ccccc1Cl)C(=O)c1snc(C(N)=O)c1N (configuration not stated),-1.6,-22.7,5.2,-7.4,10.0,4.3,-3.1,15.0,-5.3,7.8,4.1
NC(N)=N/N=C/c1ccc(OS(=O)(=O)c2ccccc2)cc1,3.4,18.3,7.7,-7.0,12.5,10.1,-11.2,-1.4,8.6,8.4,18.5
Cn1c(=O)c2c(nc(NCc3ccc4c(c3)OCO4)n2C)n(C)c1=O,-4.6,2.2,15.3,5.0,-1.7,18.6,-8.8,2.1,6.7,-9.5,9.3
Cc1ccn2c(=O)c(C(=O)NCCN3CCOCC3)c(O)nc2c1,-3.5,-13.2,6.5,-2.1,1.1,5.0,-0.1,-1.6,-0.2,7.4,0.4
COc1ccc(C2C(C#N)=C(N)Oc3n[nH]c(C)c32)cc1CSc1ccccn1 (configuration not stated),2.9,14.2,-8.1,8.8,-4.9,17.3,6.0,-3.8,-19.8,7.0,3.8
CCCn1c(SCC(=O)NC2CCCCC2C)n[nH]c1=O (configuration not stated),-7.0,-18.8,2.4,3.9,7.2,20.0,3.7,-7.3,4.0,9.9,-2.8
CCC(=O)Nc1cc2c3c(c1)CCN3C(=O)CC2,1.0,9.9,-1.6,-2.9,7.7,19.8,0.5,8.3,6.7,19.3,-9.2
CCCNC(=O)c1onc(CSc2ccc(Cl)cc2)c1C(=O)NCCOC,1.5,-15.5,5.1,1.4,-2.4,0.2,-9.6,-0.9,10.9,12.3,-0.3
CC(C)CCN1CCC[C@]2(N[C@H](c3ccccc3)[C@@H]3C(=O)N(Cc4ccccc4)C(=O)[C@@H]32)C1=O,-14.3,14.1,-20.7,10.8,-8.8,-0.7,16.9,5.3,-7.8,22.1,11.1
CCOc1ccc(CCNC(=O)C2CCCN(S(=O)(=O)N3CC(C)CC(C)C3)C2)cc1OCC (configuration not stated),-5.0,-7.2,-8.0,1.6,-3.0,-4.4,8.4,-66.7,-0.3,4.6,-13.4
COc1ccc(NC(=O)c2ccc(C)cc2)c(OC)c1,-7.0,-34.1,-26.4,-37.0,7.6,-60.4,8.1,-93.5,-34.9,-147.4,-6.8
Cc1ccc(OCCOc2cccc3ccc(C)nc23)c([N+](=O)[O-])c1,-23.6,-3.8,-1.7,21.3,-3.9,10.0,-4.5,-2.4,-12.0,9.2,-19.9
c1ccc(CNc2nc(-c3cccs3)nc3ccccc23)cc1,-22.0,0.0,-19.4,12.9,1.2,-2.8,-12.0,6.3,41.3,11.0,-11.7
Cc1ccc(-n2nnnc2SCC(=O)NC2CCCc3ccccc32)cc1 (configuration not stated),0.2,2.4,-8.9,3.9,-0.6,-11.7,4.1,-6.3,-10.5,7.0,-7.6
Cc1ccccc1S(=O)(=O)Oc1cccc2c(O)cccc12,4.9,-3.7,12.3,-27.4,-5.1,-5.7,-0.6,7.1,-3.6,-3.0,-6.3

# Fetched one by one from above:
mol,EBV LMP1 NFkB,SRC2 inh,CF NFkB inh,COUP-TFII inh,TRAIL sens C8,NCOA3 inh,KKLEB tox,SRC1 inh,TROY NFkB inh,LRH-1 inv ag,TWEAK-Fn14 inh
Cc1ccc(OCCOc2cccc3ccc(C)nc23)c([N+](=O)[O-])c1,-23.6,-3.8,-1.7,21.3,-3.9,10.0,-4.5,-2.4,-12.0,9.2,-19.9
CCC(=O)Nc1cc2c3c(c1)CCN3C(=O)CC2,1.0,9.9,-1.6,-2.9,7.7,19.8,0.5,8.3,6.7,19.3,-9.2

# (further entries)
mol,EBV LMP1 NFkB,SRC2 inh,CF NFkB inh,COUP-TFII inh,TRAIL sens C8,NCOA3 inh,KKLEB tox,SRC1 inh,TROY NFkB inh,LRH-1 inv ag,TWEAK-Fn14 inh
Cc1nc(COc2ccc(C(=O)Nc3ccccc3N3CCOCC3)cc2)cs1,-1.2,-24.9,-15.0,5.9,-0.4,-6.0,3.3,-29.0,-33.0,0.6,21.2
Cc1cccc(N2CCN(S(C)(=O)=O)CC2)c1C,-8.0,-7.6,3.5,16.9,10.1,10.7,9.1,-4.2,15.4,-23.1,-2.8
CCC1CCCCN1S(=O)(=O)c1ccc(C(=O)Nc2nnc(C3CC3)o2)cc1 (configuration not stated),5.9,-19.9,5.7,1.6,12.1,13.5,4.0,-9.0,22.2,8.3,19.4
Cc1cc(C)cc(CC(=O)N2CCC2(C)C(=O)NS(=O)(=O)c2ccc(Br)cc2)c1 (configuration not stated),·,-0.1,-2.2,-11.9,-14.2,-20.7,3.9,-13.9,-13.9,3.3,0.0
Cc1ccc2oc(-c3cccc(NC(=S)NC(=O)/C=C/c4ccco4)c3)nc2c1,-4.1,-6.8,16.8,47.0*,20.3,4.1,-13.4,-21.8,77.0*,17.1,90.4*
O=C(COc1cccc(Br)c1)NN=C1c2ccccc2-c2ccccc21,14.1,5.3,-10.8,7.0,2.4,-2.0,2.3,2.7,-10.6,0.0,-13.3
O=C(CSc1nc2ccccc2c(=O)[nH]1)Nc1ccc([N+](=O)[O-])cc1,-0.3,15.5,1.7,18.4,60.9*,-14.3,-7.9,-6.5,7.7,-2.3,-7.9
Cc1ccc(-c2cc(C(=O)N/N=C/c3c(C)nn(C)c3C)c3ccccc3n2)cc1C,-9.2,-56.0,-2.9,-17.3,46.9,-67.2,-3.4,-48.3,-18.9,-42.7,29.4
COc1cc(C(=O)Nc2cnc(NC(=O)C(C)C)cc2C)cc(OC)c1OC,0.3,2.3,-11.7,-0.5,5.8,4.6,4.8,16.2,1.2,9.0,8.4
COc1ccc(N2CCN(C(=O)CCc3ccc(S(=O)(=O)NC(C)(C)C)cc3)CC2)cc1,-0.1,15.0,-11.5,-4.9,11.5,21.2,-8.0,2.5,2.0,1.0,8.2
O=C(Nc1ccccc1)Nc1ccc(NC(=O)c2ccccc2O)cc1,-5.1,-9.1,3.6,-21.1,-8.0,-17.2,4.9,-8.7,-19.7,-12.3,-6.8
CC(C)(CNC(=O)c1cc([N+](=O)[O-])ccc1N1CCC(Cc2ccccc2)CC1)N1CCOCC1,2.3,-1.9,29.5,-8.5,0.4,3.6,-12.5,-10.5,14.0,3.1,-0.3
Cc1nc(CSc2ccc(Cl)cc2)cs1,-9.0,-30.2,-13.5,13.1,-11.6,-9.9,1.5,-13.3,-48.7,2.3,-31.2
CCOc1ccccc1-n1c(SCC(=O)N2CCOCC2)nc2ccccc2c1=O,2.8,16.8,-14.0,0.7,-23.5,8.3,-0.2,11.0,5.1,16.9,28.4
C=CC[C@@H](CC(=O)OC(C)(C)C)C(=O)OC[C@@H]1CCCN1C(=O)[C@H](CC=C)CC(=O)NCCO,-11.1,-24.3,-10.2,-6.5,2.6,13.6,7.9,-0.2,-3.3,12.2,-19.0
CC(C)[C@H](NC(=O)OCc1ccccc1)C(=O)OCC(=O)NC1CCCCC1,-1.7,-10.5,-6.8,-3.7,5.2,3.0,7.3,-15.7,-3.4,5.5,-4.1
Fc1ccc(/C=N/n2cnn(Cc3ccccc3Cl)c2=S)cc1,-12.4,-1.5,2.7,-7.5,0.0,16.3,-2.9,2.7,-11.9,-6.3,-17.2
Cc1ccccc1S(=O)(=O)NC(=O)C1(C)CCN1C(=O)c1c(C)noc1C (configuration not stated),·,-5.3,-5.7,3.1,-19.6,-22.6,12.1,-8.2,-10.3,-5.8,-8.3
COc1ccccc1-n1c(CNC(=O)c2ccco2)nnc1SCC(=O)Nc1cc(C)ccc1C,-20.5,1.7,-13.0,0.1,1.7,-2.9,5.5,11.5,5.7,5.9,4.0
Cc1ccc(N(Cc2ccc(C(=O)Nc3c(C)n(C)n(-c4ccccc4)c3=O)cc2)S(C)(=O)=O)cc1C,1.2,-18.8,2.4,-0.6,2.1,20.6,3.3,16.1,6.7,4.2,-0.1
Cc1cc(NC(=O)c2ccccc2)c(Cl)cc1N,-4.6,65.7*,-7.6,15.9,0.7,5.7,5.2,5.3,-0.4,0.0,27.7
CCCOc1ccccc1C(=O)N1CCNC(=O)C1CC(=O)OC(C)C (configuration not stated),-3.1,12.5,-1.1,9.7,-14.0,11.2,19.2,-1.9,5.3,4.8,8.1
CN(C)c1cccc(C(=O)Nc2ccc(S(=O)(=O)Nc3nccs3)cc2)c1,-4.9,-3.9,-8.2,4.3,-8.0,-8.5,4.7,11.9,1.9,-53.1,0.7
O=C(CSc1nnc2scc(-c3ccccc3)n12)Nc1nsc(-c2ccccc2)n1,12.5,·,-20.8,·,2.3,23.1,10.8,8.2,34.6,-13.9,22.5
CCOC(=O)C1CN(S(=O)(=O)c2ccc(C)cc2)c2cc(S(=O)(=O)CC)ccc2O1 (configuration not stated),5.3,-5.6,11.1,11.1,6.9,-7.8,-4.2,-4.9,10.1,-10.1,4.0
O=C1NC(c2ccccc2Cl)=N/C1=C/c1ccco1,-24.3,-49.2,-6.1,-46.8,4.5,-33.1,-9.2,-47.3,-13.7,-28.4,-13.1
Cc1cc(/C=C(/C#N)C(=O)O)c(C)n1-c1cccc2ccccc12,7.0,1.2,-11.7,-8.8,-19.6,-15.7,5.2,0.8,-4.3,-9.5,8.8
CCOC(=O)C1(C(=O)OCC)COC(=O)C1CN1Cc2cc3ccccc3nc2C1 (configuration not stated),1.3,-25.6,69.0*,-2.8,-13.3,13.7,-1.5,-12.5,8.6,-8.2,45.7
COc1ccc(CC2S/C(=N/N=C/c3ccccc3O)NC2=O)cc1 (configuration not stated),-0.6,12.7,11.8,9.2,17.6,20.2,-7.2,-7.2,21.5,0.9,7.0
CN1CCN(C(=O)/C=C/c2ccccc2)CC1,-3.0,0.7,-3.0,10.7,-7.8,-6.1,2.2,-5.6,3.6,12.4,14.7
COC(=O)CC1C(=O)NCCN1C(=O)c1ccccc1 (configuration not stated),-0.4,7.5,0.8,-14.1,13.4,-4.1,-2.2,-7.2,-5.2,-6.2,2.7
COC(=O)c1cc(NC(=O)c2ccc([N+](=O)[O-])cc2)c(=O)oc1C,-2.2,22.1,-15.6,-24.0,-0.6,-1.3,-0.6,-8.3,-15.9,-6.6,-7.0
Cn1cccc1-c1nc2ccccc2n1C,-6.3,-39.9,-3.6,-23.3,-19.5,-9.2,-6.7,-16.5,-15.9,9.3,-12.5
